# Tb PFK block = inhibitors of T. brucei phosphofructokinase. Potency, µM (titrated, usually from 57.5 µM), for inactives: at the top dose activity, negative = inhibition, hits mostly inhibitors. AID 485367. T. brucei PFK, ADP-Glo luminescence. O15648. actives 0.17% (n = 330,000);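 further: potency means the concentration at half of the fitted maximal effect; 0% = uninhibited 1x PFK enzyme wells and -100% = no-enzyme wells; nearly all actives have a fitted effect of over 60% in size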
#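 PFK 1.25 nM, F6P 0.5 mM, ATP 0.1 mM, 0.1 M TEA pH 8.0, 5 mM MgCl2, 0.01% Tween20, 0.1% BSA; 45 min RT. ADP-Glo readout. qHTS titration up to 57 uM; curves fitted, compounds curve-classed.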
# AT treatment = potential ataxia-telangiectasia treatments restoring KAP-1 phosphorylation; […] A-T fibroblasts, KAP-1 phosphorylation AlphaLISA; neocarzinostatin DNA damage 30 min before lysis; Potency, µM (highest dose often 57.5 µM), without a hit: at the top dose activation, most hits filed as activators; actives 0.19% (n = 320,000); AID 485349; further: potency means the concentration at half of the fitted maximal effect; % of control where 0% means no effect; nearly all actives have a fitted effect of over 45% in size
#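 hTERT-immortalized A-T patient fibroblasts ([…]), 500 cells/well in OPTI-MEM, 1% FBS, got compounds for 60 min, then NCS for 30 min at 37C. Lysates were then assayed for phospho-KAP-1 by AlphaLISA (anti-pKAP1 donor, anti-KAP1 acceptor beads), 6 hr at 25C.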
# TCR activator = activates T cell receptor signaling; primary human leukocytes, anti-CD3, IL-2 HTRF, 48 h; Potency, µM (titrated, usually from 9.22 µM), for inactives: at the highest dose activation of IL-2 secretion, most hits filed as activators; 330,000 tested, under 10 active; further: % of control where 0% means no effect
#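 HTRF read-out of IL-2 secretion: europium cryptate donor excited at 320nm, d2 acceptor emission at 665nm. Cells were primary human leukocytes incubated 48 hr with compounds and a-CD3 beads, supplying TCR signal only.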
# TSG101-PTAP inh = blocks PTAP/TSG101 interaction to inhibit HIV-1 budding; 340,000 tested, under 10 active; Potency, µM (top dose mostly 115 µM), for inactives: at the top dose activity change, negative = inhibition, most hits filed as inhibitors; Q99816; Fluorescence polarization, FITC-PTAP peptide / Tsg101 binding; active means well fitted inhibition curve with a large enough effect in the main read-out, with a control signal flat, not every such curve was filed as active; inconclusive means small, poorly fitted or top-dose-only effect, or effect the other way, or a change in a side signal; inactive means no such curve, though single readings can be large or run the other way; further: potency means the concentration at half of the fitted maximal effect; % of control where 0% means no effect
#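 Compounds were pin-transferred onto Tsg101 binding domain (10 uM final) in HEPES pH 7.5 buffer, then FITC-PTAP peptide was added at 50 nM final. After 20 min at RT, polarization reported peptide displacement across a qHTS concentration series.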
# Chronic BCR inh = chronic active BCR signaling inhibition; Potency, µM (top dose mostly 46.1 µM), for the others: at the highest dose ratio change, negative = lower green/red ratio, usual class: inhibitors; ABC-DLBCL IkBa-CBG/CBR reporter, luminescence ratio, 4 h; actives 0.05% (n = 340,000); active means well fitted inhibition curve with a large enough effect in the signal ratio, with a control signal flat, not every such curve was filed as active; inconclusive means small, poorly fitted or top-dose-only effect, or effect the other way, or a change in a side signal; the % refers to the signal ratio;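 further: potency means the concentration at half of the fitted maximal effect; plate controls were basal doxycycline-induced cells for no effect and cells given 10 µM MG132 for full effect; MG132 reads +100%, hits lower the ratio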
#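 TMD8 human ABC-DLBCL cells with doxycycline-inducible IκBα–green luciferase fusion and unfused red luciferase, in 0.5% FBS medium; compounds up to 46 uM, 4 h at 37C. Green/red luminescence ratio, filter-overlap corrected, fitted to concentration-response curves.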
# Eya2 phos inh = Eya2 (human) phosphatase inhibition | O00167 | actives 0.006% (n = 330,000) | Potency, µM (doses to about 76.9 µM), without a hit: at the highest dose activity, negative = inhibition, actives largely listed as inhibitors | recombinant Eya2, OMFP fluorescence dephosphorylation (OMFP is methylfluorescein phosphate); further: potency means the concentration at half of the fitted maximal effect; on the % scale 0 is the no-effect control and ±100 the full control effect
#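 Eya2 (0.2 uM) preincubated 10 min at ambient with compound, then OMFP substrate added at 50 uM; 10 min reaction in 50 mM HEPES pH 7.5, 50 mM NaCl, 5 uM MgCl2, 0.05% BSA, 1 mM DTT. Fluorescence read at Ex 485/Em 525 nm.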
# a7 integrin act = integrin-mediated muscular dystrophy alleviation activation | alpha7betagal myoblasts, beta-gal FDG fluorescence, 48 h | Potency, µM (highest dose often 38.3 µM), for inactives: top-dose activation, most hits filed as activators | actives 0.064% (n = 350,000);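 further: potency means the concentration at half of the fitted maximal effect; 100% = response of the positive control SU9516; nearly all actives have a fitted effect of over 60% in size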
#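 Alpha7betagal+/- myoblasts (passage 13) were plated 16-24 hr, then exposed to compounds (1:260 dilution of DMSO stock) for 48 hours at 37C. After MPER lysis, β-galactosidase reporter activity was read as FDG fluorescence (ex 480/em 540) after 30 minutes.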
# ELG1 repair inh = ELG1-dependent DNA repair inhibition | Potency, µM (top dose mostly 46.1 µM), for the others: at the top dose activity change, negative = inhibition, usual class: inhibitors | actives 2.3% (n = 330,000) | HEK293T ELG1-luciferase reporter, luminescence, 16 h; DNA damage induced by 5-fluorouridine | AID 504467; further: potency means the concentration at half of the fitted maximal effect; on the % scale 0 is the no-effect control and ±100 the full control effect; nearly all actives have a fitted effect of over 55% in size
#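 DMSO vehicle served as the neutral condition. Each well held 2,000 cells given 5-fluorouridine plus compound; after 16 hr at 37 °C/5% CO2, ONE-Glo was added and luciferase measured 30 min later.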
# S-ASM inh = inhibitors of human secretory acid sphingomyelinase. P17405. placental ASM, HMU-PC fluorogenic substrate, 60 min. Potency, µM (highest dose often 57.5 µM), for the others: at the highest dose activity change, negative = inhibition, usual class: inhibitors. actives 0.006% (n = 340,000); further: potency means the concentration at half of the fitted maximal effect
#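 qHTS format. ASM enzyme prepared from human placenta hydrolyses the fluorogenic substrate HMU-PC0 (9 uM final) over 60 min at 37 °C after a 10 min compound preincubation.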
# Mito fusion yeast = inhibitors of mitochondrial division or activators of mitochondrial fusion. S. cerevisiae fusion-defective mutant growth rescue, CellTiterGlo 48 h. Potency, µM (top dose mostly 46.1 µM), without a hit: top-dose growth rescue (activation), most hits filed as activators. actives 0.23% (n = 320,000). AID 485298;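 further: potency means the concentration at half of the fitted maximal effect; % of control where 0% means no effect; nearly all actives have a fitted effect of over 45% in size; temperature-sensitive fusion mutants such as fzo1-1 at 37 °C on non-fermentable ethanol glycerol medium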
#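 Growth-rescue viability read-out: after 48 h at the non-permissive 37C in glycerol/ethanol YPEG, yeast mitochondrial fusion mutants are measured by CellTiterGlo luminescence; compounds (23 nl pinned per well) restoring growth score as division inhibitors or fusion activators.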
# TSHR antag = antagonists of human thyroid stimulating hormone receptor; P16473; TSHR-expressing cells, TSH-stimulated cAMP HTRF, 2 h; hits give low values; activity change, negative = inhibition, % at 11.5 µM; actives 0.2% (n = 330,000); AID 504810;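 active means activity change below a set negative limit, meaning inhibition stronger than a set level, cut at about -70% in these data; inconclusive means activity change between two set negative limits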; further: on the % scale 0 is the no-effect control and ±100 the full control effect
# Target sequence (P16473 whole entry, looked up): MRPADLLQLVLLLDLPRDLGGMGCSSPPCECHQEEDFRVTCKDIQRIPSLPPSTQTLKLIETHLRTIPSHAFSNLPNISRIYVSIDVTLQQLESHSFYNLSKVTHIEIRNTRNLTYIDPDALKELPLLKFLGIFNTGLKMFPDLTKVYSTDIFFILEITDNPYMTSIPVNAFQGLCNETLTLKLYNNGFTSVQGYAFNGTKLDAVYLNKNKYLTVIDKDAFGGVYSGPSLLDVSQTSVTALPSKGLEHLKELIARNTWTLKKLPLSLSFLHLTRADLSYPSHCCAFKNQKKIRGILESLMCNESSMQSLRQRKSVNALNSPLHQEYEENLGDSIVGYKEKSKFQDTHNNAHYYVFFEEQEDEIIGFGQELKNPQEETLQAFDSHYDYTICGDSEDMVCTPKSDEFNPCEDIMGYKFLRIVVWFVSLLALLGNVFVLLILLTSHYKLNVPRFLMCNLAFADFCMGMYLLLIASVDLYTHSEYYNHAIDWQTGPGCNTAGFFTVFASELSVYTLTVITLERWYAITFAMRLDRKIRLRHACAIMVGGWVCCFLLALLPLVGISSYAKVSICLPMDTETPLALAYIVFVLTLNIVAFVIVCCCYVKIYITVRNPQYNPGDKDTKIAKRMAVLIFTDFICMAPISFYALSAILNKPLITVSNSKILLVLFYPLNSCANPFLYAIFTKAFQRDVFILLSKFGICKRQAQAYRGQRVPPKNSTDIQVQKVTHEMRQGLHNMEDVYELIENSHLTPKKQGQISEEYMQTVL
#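 Freshly harvested TSHR cells receive pin-tooled compound, then EC80 TSH at 4nM final. After 2 hours at 37 deg C, antibody in lysis buffer and cAMP-d2 are added; 30 minutes at ambient temperature precede the HTRF read.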
# Numbers without * were called inactive; ? = inconclusive; . = not tested or not shown; [ ] = remark or other dose. Unless noted, the call rests on the fitted dose curve; in most records, active means well fitted curve in the direction sought with a large enough effect; inconclusive means small, poorly fitted or top-dose-only effect, or another doubt; inactive means no such curve, though single readings can be large; an effect the other way counts as inactive or inconclusive.
SMILES,Tb PFK block,AT treatment,TCR activator,TSG101-PTAP inh,Chronic BCR inh,Eya2 phos inh,a7 integrin act,ELG1 repair inh,S-ASM inh,Mito fusion yeast,TSHR antag
Cc1ccc(CSCc2nc3ccccc3[nH]2)cc1,1%,5%,-2%,-9%,?,11%,-17%,?,3%,4%,-12
CN(CCc1ccccc1)C(=O)c1ccc(NC(=O)Cc2ccc([N+](=O)[O-])cc2)cc1,-19%,-2%,4%,-1%,3%,-12%,-17%,?,-9%,.,-12
COc1ccc(N2CCN(C(=O)CNC(=O)c3cccs3)CC2)cc1,-3%,-1%,4%,-3%,1%,2%,?,-6%,7%,0%,-8
O=C(Cn1ncc2c(=O)oc3ccccc3c21)NCc1cccnc1,2%,0%,-1%,-6%,8%,2%,23%,-7%,11%,4%,7
CS(=O)(=O)N1CC(C(=O)NC2CCCC2)Oc2ccc(Cl)cc21 (stereo not given),19µM*,5%,-15%,1%,4%,-10%,25%,-27%,2%,-3%,0
CCCCC(=O)Nc1ccc(NC(=S)NC(=O)c2cccs2)cc1OC,0%,-3%,6%[46.1 µM],-4%,-18%,0%,-26%,-5%,-2%,23%,23
Cn1c2ccccc2c(=O)c2c(=O)n(Cc3ccco3)c(-c3ccc(F)cc3)nc21,0%,12%,-62%,0%,3%,12%,9%,-15%,-5%,-2%,-11
Cc1ccc(NC(=O)CSc2nc3nc(C)cc(C)c3c(=O)[nH]2)cc1,0%,2%,-11%,0%,?,1%,10%,2%,-4%,-1%,12
NC(=O)c1cc(C(=O)Cc2ccc(Cl)cc2)c[nH]1,4%,2%,-9%,-6%,-8%,12%,19%,?,-1%,1%,4
C/C(CC(=O)NCc1ccccc1)=N\NC(=O)c1cnccn1,-7%,-3%,4%[46.1 µM],-1%,?,-1%,22%,26%,4%,-2%,23
CCOC(=O)c1sc(=S)n(-c2ccc(OC)cc2)c1C,2%,21%,-11%,-2%,?,?,-27%,16%,0%,1%,-5
O=C(Nc1cccnc1)c1sc(Nc2ccccc2)nc1-c1ccccc1,-7%,2%,15%[46.1 µM],1%,?,-3%,13%,?,72%[activator],0%,-12
Cc1cc(NC(=O)CSc2nc(N)c(NC(=O)c3ccccc3)c(=O)[nH]2)no1,1%,1%,5%,-8%,11%,-4%,-16%,7%,9%,-4%,3
Cc1ccc2nc(N/N=C\c3ccc([N+](=O)[O-])o3)nc(-c3ccccc3)c2c1,-4%,-3%,-3%,2%,?,15%,-26%,21µM*,-26%,0%,-4
COc1ccc(C2/C(=C(/O)c3ccc(Br)cc3)C(=O)C(=O)N2C)cc1OC (stereo not given),0%,5%,.,-4%,3%,-5%,1%,-2%,1%,0%,-3
COc1cccc(NC(=O)CSCc2cc(=O)n3ccsc3n2)c1,1%,4%,-4%,4%,0%,9%,?,9%,5%,-9%,4
CC1Cc2ccccc2N1CC(=O)NC(=O)NC(C)(C)C (stereo not given),-1%,-3%,0%,2%,-8%,2%,14%,-13%,-1%,-6%,-12
Cc1ccc(-c2c(C)sc3nc[nH]c(=O)c23)cc1C,-3%,-7%,0%,1%,?,3%,0%,?,-2%,0%,-17
O=P(O)(c1ccccc1)c1ccccc1O,2%,-1%,-2%,-5%,3%,-2%,4%,1%,3%,2%,14
O=C(Nn1cnnc1)c1cc2c(s1)CCCCC2,0%,2%,.,-11%,6%,0%,-8%,?,-3%,-1%,2
CCN(CC)CC(=O)Nc1sc2c(c1C(=O)c1ccccc1OC)CCC2,0%,8%,.,-7%,12%,-11%,-54%[inhibitor],-10%,-2%,16%,7
CC1CCC(NC(=O)CN(C)CC(=O)Nc2ccc(F)cc2)CC1 (stereo not given),-7%,4%,5%,-4%,5%,-7%,-1%,0%,2%,1%,3
COc1c(Br)cc(Br)cc1/C=N/n1c(C)nnc1C,-5%,7%,.,-15%,?,-25%,-33%,?,-3%,2%,5
Cn1cc(SCC(=O)NC2CCCCC2)c2ccccc21,-1%,1%,-1%,-5%,?,-1%,-17%,11%,0%,0%,-4
O=C(OCCCOC(=O)c1ccccc1O)c1ccccc1O,4%,20%,.,.,-1%,1%,.,-1%,.,2%,-4

# 6 entries from above, with tabs:
structure	Tb PFK block	AT treatment	TCR activator	TSG101-PTAP inh	Chronic BCR inh	Eya2 phos inh	a7 integrin act	ELG1 repair inh	S-ASM inh	Mito fusion yeast	TSHR antag
Cc1cc(NC(=O)CSc2nc(N)c(NC(=O)c3ccccc3)c(=O)[nH]2)no1	1%	1%	5%	-8%	11%	-4%	-16%	7%	9%	-4%	3
CCOC(=O)c1sc(=S)n(-c2ccc(OC)cc2)c1C	2%	21%	-11%	-2%	?	?	-27%	16%	0%	1%	-5
COc1ccc(C2/C(=C(/O)c3ccc(Br)cc3)C(=O)C(=O)N2C)cc1OC (stereo not given)	0%	5%	.	-4%	3%	-5%	1%	-2%	1%	0%	-3
O=C(Nn1cnnc1)c1cc2c(s1)CCCCC2	0%	2%	.	-11%	6%	0%	-8%	?	-3%	-1%	2
CS(=O)(=O)N1CC(C(=O)NC2CCCC2)Oc2ccc(Cl)cc21 (stereo not given)	19µM*	5%	-15%	1%	4%	-10%	25%	-27%	2%	-3%	0
NC(=O)c1cc(C(=O)Cc2ccc(Cl)cc2)c[nH]1	4%	2%	-9%	-6%	-8%	12%	19%	?	-1%	1%	4

# The list goes on:
SMILES,Tb PFK block,AT treatment,TCR activator,TSG101-PTAP inh,Chronic BCR inh,Eya2 phos inh,a7 integrin act,ELG1 repair inh,S-ASM inh,Mito fusion yeast,TSHR antag
CSc1ccc(-c2sc(Nc3cccc4ccccc34)n[n+]2-c2ccccc2)cc1,0%,-4%,1%,-3%,?,-5%,10%,3%,-4%,-1%,6
CCCCn1c(NCCC)nc2c1c(=O)[nH]c(=O)n2C,-4%,-3%,11%,-8%,5%,3%,-23%,17%,-1%,-1%,5
COc1ccc(CNC(=O)CCn2nc(C)c3c(C)n(-c4ccccc4)nc3c2=O)c(OC)c1,0%,.,0%,-2%,4%,-12%,39%,0%,3%,-6%,-15
Cc1onc(-c2c(F)cccc2Cl)c1C(O)c1ccc(F)cc1 (stereo not given),-2%,-4%,6%,0%,-5%,9%,-16%,-6%,0%,0%,-9
COc1ccc(C(=O)NC(=S)NCc2ccccc2)cc1,2%,1%,3%,-2%,8%,27%,-17%,?,-4%,-7%,0
COc1ccccc1CNC(=O)CSc1ccc(C(=O)Nc2ccccc2OC)cc1[N+](=O)[O-],-3%,7%,-1%[46.1 µM],1%,0%,3%,16%,?,.,-2%,0
CC(=O)Nc1ccc(S(=O)(=O)N(C2=NCC(C)S2)c2ccccc2)cc1 (stereo not given),2%,1%,0%[46.1 µM],-1%,-1%,-3%,17%,-10%,-6%,1%,11
COc1ccc(C(=O)COC(=O)CCCn2c(=O)oc3ccccc32)cc1,-3%,1%,7%,-6%,-6%,3%,11%,5%,1%,-2%,-11
O=C(O)CCc1ccc(-c2ccc(Cl)cc2)o1,-5%,3%,-1%,-6%,?,4%,-3%[7.66 µM],?,3%,1%,-7
CC1(C)CC(=O)CC(=NCC(=O)O)C1,-11%,-14%,6%,-4%,?,5%,?,18%,9%,-4%,-1
Cc1sc(NC(=O)CSc2nnnn2C(C)C)c(C#N)c1C,2%,29%,12%,3%,5%,-5%,4%,-2%,-2%,-14%,16

# Assay outcomes as filed in PubChem.
